# MOR-DOR ag = agonists of OPRM1-OPRD1 heterodimerization, primary screen, cell-based, luminescence. Mu-type opioid receptor (Homo sapiens) + Delta-type opioid receptor (Homo sapiens), …. cells. activation, % at 9.3 µM. hit rate 0.3% among 340,000; in the data active means activation above about 18%;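 further: 0% = vehicle-treated cells and 100% = reference agonist; values of inactives mirror those of a sister screen read the other way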
# Target sequence (P35372 whole entry, looked up): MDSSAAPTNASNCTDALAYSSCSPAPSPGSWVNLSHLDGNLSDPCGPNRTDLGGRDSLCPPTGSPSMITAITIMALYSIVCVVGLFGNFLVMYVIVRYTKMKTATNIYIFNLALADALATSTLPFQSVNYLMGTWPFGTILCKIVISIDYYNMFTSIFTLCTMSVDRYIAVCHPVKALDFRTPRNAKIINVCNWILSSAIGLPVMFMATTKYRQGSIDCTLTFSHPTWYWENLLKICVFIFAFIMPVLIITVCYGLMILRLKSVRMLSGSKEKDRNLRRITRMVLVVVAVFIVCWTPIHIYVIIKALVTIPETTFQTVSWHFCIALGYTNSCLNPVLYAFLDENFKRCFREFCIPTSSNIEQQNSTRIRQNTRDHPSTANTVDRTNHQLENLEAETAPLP
# Target sequence (P41143 whole entry, looked up): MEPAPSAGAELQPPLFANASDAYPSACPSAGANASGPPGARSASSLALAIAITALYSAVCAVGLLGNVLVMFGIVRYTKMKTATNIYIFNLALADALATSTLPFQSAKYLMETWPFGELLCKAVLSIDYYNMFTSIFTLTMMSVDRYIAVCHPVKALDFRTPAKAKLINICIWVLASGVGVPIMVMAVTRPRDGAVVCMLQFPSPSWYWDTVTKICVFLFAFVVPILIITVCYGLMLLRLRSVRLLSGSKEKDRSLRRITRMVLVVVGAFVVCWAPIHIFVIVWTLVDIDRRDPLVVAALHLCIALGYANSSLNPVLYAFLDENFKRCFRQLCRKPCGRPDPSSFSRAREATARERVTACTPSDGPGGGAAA
# PfHsp90 set2 = growth inhibition of PfHsp90-expressing yeast, primary screen, antimalarial PfHsp90 inhibitor project, S. cerevisiae, BacTiter-Glo luminescence, single point, set 2 | BacTiter-Glo ATP, 48 h; yeast lacking PDR1 and PDR3 efflux regulators | inhibition, % at 9.4 µM | hit rate 0.32% among 310,000 | AID 504621, 2011;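 active means every replicate shows inhibition above about 80%, whatever the replicate mean, limit read from the data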;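 further: 0% = DMSO neutral controls and 100% = 20 µM radicicol positive controls; yeast relying on Plasmodium falciparum Hsp90 in place of its own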
# PKA-R1A activ = activators of PKA-R1A holoenzyme, primary screen, biochemical, fluorescence polarization, Cy5-IP20, bovine R1A, mouse PKAc | cAMP-dependent protein kinase type I-alpha regulatory subunit (Bos taurus) + … | PKA-R1A dissociation; scaled: DMSO 0%, 113 µM cGMP 100% | activation, % at 11.4 µM | hit rate 0.083% among 340,000 | AID 504707, 2011;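 active means percent activation above the mean of all tested compounds plus 3 SD, cut at about 19% in these data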;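 further: higher means more PKAc released from R1A so a rise in polarization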
# phage Ecoli inh = growth loss of phage-infected E. coli, primary screen, RecBCD inhibitor project, absorbance, with phage, HTS | AID 651602, 2012 | hit rate 0.26% among 360,000 | inhibition, % at 11.9 µM; in the data active means inhibition above about 11%
# AddAB inh = growth inhibition of E. coli expressing H. pylori AddAB, primary screen, AddAB inhibitor project, absorbance | inhibition, % at 11.9 µM | hit rate 0.29% among 330,000 | AID 435030, 2010; in the data active means inhibition above about 12%;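 further: 0% = vehicle wells of infected cells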
# SUMO Mot1 rescue = yeast Mot1-301 growth rescue at high temperature, primary screen, SUMOylation pathway inhibitor project, S. cerevisiae, ATP luminescence, 38.5C; S. cerevisiae Mot1-301 growth rescue; percent above DMSO median, 100 means doubled; growth rescue, % at 18.8 µM; hit rate 1% among 320,000; AID 2716, 2010;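 active means every valid replicate shows activation above 250% relative to neutral control wells; inactive means the rest, any valid replicate at or below 250%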;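 further: OY570 slx delta 5 strain wells were the positive control but not used for scaling; some compounds called inactive have numbers as strong as hits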
# DSG3 Ab inh = inhibitors of pemphigus antibody binding to DSG3, primary screen, biochemical, bead-based, flow cytometry, scFv-GFP. Desmoglein-3 (Homo sapiens), P32926. DSG3-coupled beads, scFv-anti-DSG3-GFP binding; active compounds read low. hit rate 0.48% among 310,000. binding (percent of control), % at 10 µM;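 active means binding more than 3 SD below its plate's average and above zero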;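 further: hits lower antibody fragment binding to DSG3; some compounds called inactive have numbers as strong as hits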
# OPRM1-OPRD1 inv = inverse agonists of MOR-DOR heterodimerization, primary screen, cell-based, luminescence | cell-based MOR-DOR heterodimer luminescence, inverse agonism | inhibition, % at 9.3 µM | hit rate 0.21% among 340,000 | AID 504357, 2011; in the data active means inhibition above about 22%, passing the limit was not always enough;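 further: 0% = cells with DMSO and 100% = wells without cells with DMSO; values of inactives mirror those of a sister screen read the other way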
# HTR5A inv ag = HTR5A inverse agonists in luminescence cell assay, primary screen, counter-screen for OPRM1-OPRD1 heterodimer inverse agonist project, full-deck HTS. 5-hydroxytryptamine receptor 5A (Homo sapiens), P47898. inhibition, % at 9.3 µM. hit rate 0.083% among 340,000. HTR5A cell line, inverse agonism. AID 504634, 2011; in the data active means inhibition mostly above about 23%, no sharp cut-off; inactive means mostly below about 18%;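 further: 0% = cells with DMSO and 100% = no-cell wells with DMSO; some compounds called inactive have numbers as strong as hits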
# HTR5A ag = HTR5A agonists in luminescence cell assay, primary screen, counter-screen for OPRM1-OPRD1 heterodimer agonist project, full-deck HTS. cell-based. activation, % at 9.3 µM. hit rate 0.61% among 340,000. AID 504692, 2011; in the data active means activation mostly above about 9.5%, no sharp cut-off; inactive means mostly below about 7.6%;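 further: 0% = cells with vehicle only and 100% = reference agonist; strong numbers were not always called active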
# Ecoli viability = E. coli V3065 growth inhibition, primary screen, counter-screen for AddAB inhibitor project, absorbance, OD600; 18 h; inhibition, % at 11.9 µM; hit rate 0.27% among 330,000; AID 449728, 2010;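 active means inhibition above the campaign's mean inhibition across all tested compounds plus 3 SD, cut at about 9.9% in these data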;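 further: uninfected addAB+ strain grown without phage in ampicillin broth; 0% = DMSO wells and 100% = ciprofloxacin 0.95 µg/ml wells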
# Active calls of the source: *; . = not tested or not shown. Hits appear at their usual frequency; about 3.2% have a hit in one of these screens.
SMILES,MOR-DOR ag,PfHsp90 set2,PKA-R1A activ,phage Ecoli inh,AddAB inh,SUMO Mot1 rescue,DSG3 Ab inh,OPRM1-OPRD1 inv,HTR5A inv ag,HTR5A ag,Ecoli viability
Cc1ccc(CC(=O)Nc2nccs2)cc1,-2.9,-23.4,0.3,0.4,1.1,120.6,112.1,14.8,-14.8,-4.3,-0.6
Cc1ccc(C)c(N(C(=O)c2csnn2)C(C(=O)NC2CCCCC2)c2ccncc2)c1 (stereo unspecified),-0.4,2.1,2.0,0.1,0.1,-8.3,108.7,1.9,-1.2,0.4,2.6
O=c1cc(Cl)c(-c2ccccc2)nn1Cc1ccc(Cl)cc1,6.2,23.7,-2.5,0.6,0.7,109.8,111.5,-27.9,-7.3,2.1,-3.6
CCCN(C(=O)CCNC(=O)Cn1cnc2ccccc2c1=O)c1cccc(Cl)c1,2.1,-5.3,-16.7,.,4.2,4.6,97.6,-16.8,-20.9,7.0,-0.6
Cc1ccc(C(=O)NC2CCCC2)s1,-0.2,13.7,-8.6,0.3,-0.2,11.6,106.2,0.9,-4.0,1.6,-0.6
Cc1cccc(C(=O)NCC(=O)NCCSc2ccc(Br)cc2)c1,1.6,5.7,-7.9,6.0,2.8,.,85.6,-10.4,0.8,-0.3,-1.1
COc1ccc2sc(-c3ccc(SC)cc3)c(-c3ccc(O)cc3)c2c1,-0.4,-0.5,2.6,2.5,-2.4,12.4,100.7,2.6,-29.2,10.9,-2.0
O=c1c2ccccc2oc2cc(C#Cc3ccccn3)ccc12,-1.7,0.3,-2.3,0.9,3.7,3.9,97.3,7.8,-12.3,5.9,-3.4
COc1cccc(COc2ccc(N(C)S(=O)(=O)c3ccccc3)cc2)c1,1.1,-5.5,-11.1,0.8,3.6,-1.6,.,-7.4,-7.0,2.6,-1.4
Cc1ccsc1/C=N\NC(=O)c1n[nH]c2c1CCC2,-2.8,-0.3,-12.1,1.6,4.3,-10.8,101.1,14.4,-10.9,4.2,0.8
O=C1C/C(=C\c2c(F)cccc2Cl)N2CCC1CC2,-4.1,-2.4,-9.9,2.9,3.4,-6.0,100.5,19.0,-11.0,4.0,-0.1
COc1cc(OC)c(C2=NOC(C(=O)O)C2)cc1Cl (stereo unspecified),-0.1,4.0,-5.0,0.1,1.0,8.3,103.2,0.5,-17.7,6.7,-0.4
COc1cc(/C(C)=N/NC(=O)CSc2nc3ccccc3[nH]2)ccc1O,-1.1,10.1,-0.7,1.2,-0.2,-5.9,91.2,5.7,14.6,2.7,-1.1
Cn1cnnc1SCC(=O)Nc1cc(S(=O)(=O)N2CCCCC2)ccc1Cl,-2.2,0.3,-1.8,1.9,1.6,.,99.2,11.3,5.7,1.9,3.8
COc1ccc(-n2nc3c(c2NC(=O)c2ccc(Br)cc2)CS(=O)C3)cc1 (stereo unspecified),-0.4,-5.2,0.3,0.5,-2.3,8.2,98.0,2.2,11.4,-3.9,-0.9
O=C(O)C1CCC(=O)N1C1c2ccccc2Oc2ccccc21 (stereo unspecified),-1.7,.,-12.7,3.6,2.2,-8.1,107.1,8.5,6.6,-2.4,-2.2
Cc1ccc(C(=O)NCC(=O)OCC(=O)NC2CCS(=O)(=O)C2)cc1C (stereo unspecified),-5.6,4.7,-4.0,4.7,-0.6,12.3,110.7,26.0,-11.7,0.0,-1.6
COc1ccc(C(=O)NOCc2ccccc2)cc1,0.4,14.6,-0.8,4.1,3.9,-11.3,106.7,-2.5,-23.2,7.9,2.9
Cc1c(C(=O)NCC(c2ccco2)N(C)C)oc2c(Cl)cccc12 (stereo unspecified),31.7*,.,2.3,1.8,-0.2,8.8,95.4,-171.2,-24.0,0.5,1.8
Cc1ccccc1/C=N\NC(=O)c1csnn1,-2.8,6.9,-6.1,3.7,3.1,-13.4,104.5,11.7,14.1,-0.9,1.3
O=C1/C(=C\c2ccccn2)SC(=S)N1c1ccc(S(=O)(=O)Nc2nccs2)cc1,0.2,-14.3,8.3,3.8,2.9,-25.1,96.3,-1.3,-8.7,2.5,-2.0
CCOC(=O)c1nnn(-c2nonc2N)c1-c1ccc(OCC)cc1,-0.3,.,-4.5,3.7,1.7,-0.2,108.2,1.6,7.9,-3.6,-1.1
O=C(CCNC(=O)C1CCN(S(=O)(=O)c2ccc(F)cc2)CC1)NCCc1ccc(Cl)cc1,-1.0,-32.9,-4.2,1.8,1.4,-12.0,102.5,5.6,-6.2,3.0,-0.2
C=CCNC(=O)CSc1nc2sccc2c(=O)n1-c1ccccc1,-3.6,3.9,6.5,0.2,-0.6,5.1,107.5,19.2,-9.7,3.6,-0.2
CCN(CC)C(=O)COc1coc(CN2CCN(Cc3ccccc3)CC2)cc1=O,-4.0,3.5,-1.6,1.2,3.2,-11.8,.,20.9,16.8,-2.9,-0.8
COc1ccc(N2C(=O)C(OC(C)=O)C2c2ccc(C)cc2)cc1 (stereo unspecified),-1.5,.,-8.2,1.6,1.5,2.6,114.1,7.8,-10.5,-2.4,1.1
CC(=O)Nc1cccc(-c2nc3ccc(NC(C)=O)cc3[nH]2)c1,1.4,-8.2,4.4,0.7,-0.4,194.0,97.5,-7.8,8.8,-3.1,2.9
COc1ccc(C(=O)C2CCCN(C(=O)c3ccnn3C)C2)cc1OC (stereo unspecified),-2.1,-11.1,-19.0,2.9,1.5,-4.1,107.1,10.7,21.2,-0.3,2.1
Cc1cc(C)n(-c2nc3ccccc3n3c(C)nnc23)n1,-0.7,-2.3,1.8,2.2,0.8,5.0,106.8,3.4,-2.1,0.8,1.9
COc1ccc(NC(=O)CSc2nc3[nH]c(=O)cc(O)c3s2)cc1OC,-1.6,2.7,-12.8,0.6,0.4,-1.9,.,6.7,-3.3,1.2,0.2

# Ordered by count of non-hydrogen atoms (low to high): some entries from above
SMILES,MOR-DOR ag,PfHsp90 set2,PKA-R1A activ,phage Ecoli inh,AddAB inh,SUMO Mot1 rescue,DSG3 Ab inh,OPRM1-OPRD1 inv,HTR5A inv ag,HTR5A ag,Ecoli viability
Cc1ccccc1/C=N\NC(=O)c1csnn1,-2.8,6.9,-6.1,3.7,3.1,-13.4,104.5,11.7,14.1,-0.9,1.3
COc1ccc(C(=O)NOCc2ccccc2)cc1,0.4,14.6,-0.8,4.1,3.9,-11.3,106.7,-2.5,-23.2,7.9,2.9
Cc1cc(C)n(-c2nc3ccccc3n3c(C)nnc23)n1,-0.7,-2.3,1.8,2.2,0.8,5.0,106.8,3.4,-2.1,0.8,1.9
O=C(O)C1CCC(=O)N1C1c2ccccc2Oc2ccccc21 (stereo unspecified),-1.7,.,-12.7,3.6,2.2,-8.1,107.1,8.5,6.6,-2.4,-2.2
COc1ccc(N2C(=O)C(OC(C)=O)C2c2ccc(C)cc2)cc1 (stereo unspecified),-1.5,.,-8.2,1.6,1.5,2.6,114.1,7.8,-10.5,-2.4,1.1
CCOC(=O)c1nnn(-c2nonc2N)c1-c1ccc(OCC)cc1,-0.3,.,-4.5,3.7,1.7,-0.2,108.2,1.6,7.9,-3.6,-1.1
O=C(CCNC(=O)C1CCN(S(=O)(=O)c2ccc(F)cc2)CC1)NCCc1ccc(Cl)cc1,-1.0,-32.9,-4.2,1.8,1.4,-12.0,102.5,5.6,-6.2,3.0,-0.2

# (listing goes on)
SMILES,MOR-DOR ag,PfHsp90 set2,PKA-R1A activ,phage Ecoli inh,AddAB inh,SUMO Mot1 rescue,DSG3 Ab inh,OPRM1-OPRD1 inv,HTR5A inv ag,HTR5A ag,Ecoli viability
COc1ccc(C2CC(=O)N3CN(c4ccccc4F)CSC3=C2C#N)cc1OC (stereo unspecified),-0.4,-36.6,7.8,2.7,-2.3,0.8,103.8,2.3,25.1,-8.2,0.3
CCn1c(SCC(=O)N2CCCc3ccccc32)nc2ccccc2c1=O,-0.2,.,-1.1,0.5,2.5,.,.,1.0,-42.4,16.2,-1.4
COc1ccc(-c2noc(-c3ccoc3C)n2)cc1OC,-0.8,-37.6,3.9,3.8,4.9,-1.2,104.0,4.3,-3.2,0.8,2.1
Cc1ccc(/C=C/C(=O)Nc2ccc(O)c3c(=O)cc(-c4ccccc4Cl)oc23)cc1,-2.0,-17.2,-12.5,0.2,6.7,7.8,106.3,12.2,-15.5,-1.0,2.2
O=C(CSc1nccn1-c1ccc(F)cc1)NCc1ccc2c(c1)OCO2,-1.6,-2.1,-4.7,2.5,0.0,20.4,121.8,7.1,4.1,6.3,1.6
Cc1cc(Nc2cccc(Cl)c2)nc(N2CCOCC2)n1,1.6,-9.1,1.6,-0.2,3.1,-16.5,.,-7.7,-15.2,6.1,0.9
CCOC(=O)C1CCN(S(=O)(=O)CCNC(=O)c2cccc(OC)c2)CC1,-4.0,.,-10.8,2.1,5.1,-8.3,100.4,20.7,-3.0,1.1,1.1
N/C(=N\O)c1cccc(CS(=O)(=O)c2ccccn2)c1,-2.5,-0.4,-2.1,1.0,0.9,-5.5,116.1,13.3,-3.7,-4.9,4.2
CSCc1nc2sc(C(=O)Nc3nc(C)cs3)c(C)c2c(=O)[nH]1,-0.1,.,1.5,0.6,-1.2,-10.7,117.6,0.5,5.4,-2.0,0.0
OCCC1CN(Cc2ccc3nsnc3c2)CCN1C1CCCC1 (stereo unspecified),0.1,15.3,-5.2,3.2,-0.1,.,107.4,-0.7,-1.6,0.6,-1.8
CCOc1ccc(-c2nnc(SCC(=O)N3CCCC3)o2)cc1,-0.3,-5.9,4.0,1.8,2.2,713.5*,102.2,1.8,6.2,-2.3,1.3
CC(=O)Nc1ccc(S(=O)(=O)NCc2ccc(C(=O)NCc3ccc4c(c3)OCO4)cc2)cc1,-1.4,-6.2,-8.1,4.0,-1.1,248.0,100.5,8.2,-4.7,-5.2,-3.1
Cc1ccccc1CN(c1ccc(C(=O)N2CCCC2)cc1)S(C)(=O)=O,-0.4,25.9,-8.3,-0.1,-0.8,-3.9,104.0,2.4,-14.1,5.5,-1.1

# Screening data (PubChem BioAssay)
